L3MBTL1 inh – blocks human L3MBTL1; Q9Y468; AlphaScreen L3MBTL1–H3K9me1 peptide binding; Potency, µM (series often up to 57.1 µM), inactives show at the top dose activity, negative = inhibition, hits mostly inhibitors; actives 0.66% (n = 230,000); also: nearly all actives have a fitted effect of over 60% in size
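Displacement of a biotinylated histone H3(1-15) peptide monomethylated at Lys9 (75 nM) from L3MBTL1 (50 nM) was measured by AlphaScreen after a 30 min room-temperature compound incubation; cefsulodin titration served as intraplate control.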
KDM4E inh – inhibitors of human JMJD2E histone demethylase. B2RXH2. JMJD2E catalytic domain, FDH-coupled NADH fluorescence (FDH is formaldehyde dehydrogenase). Potency, µM (top dose mostly 57.1 µM), for the others: top-dose activity change, negative = inhibition, usual class: inhibitors. actives 1.6% (n = 230,000). AID 2147; active = well fitted inhibition curve with a large enough effect, not every such curve was filed as active; inconclusive = small, poorly fitted or top-dose-only effect, or another doubt; inactive = no such curve, though single readings can be large or run the other way;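 also: 0% = wells with enzyme and -100% = buffer wells without enzyme; nearly all actives have a fitted effect of over 50% in size; many of its hits are not listed in these tables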
RECQ1 inh – RECQ1 (human) helicase inhibition; actives 0.54% (n = 240,000); P46063; RECQ1 DNA unwinding, red fluorescence kinetic read; Potency, µM (series often up to 57.3 µM), inactives show at the top dose activity, negative = inhibition, usual class: inhibitors; AID 2549;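 also: plate controls were vehicle for no effect and no enzyme for full effect; nearly all actives have a fitted effect of over 30% in size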
Target sequence (P46063 whole entry, looked up): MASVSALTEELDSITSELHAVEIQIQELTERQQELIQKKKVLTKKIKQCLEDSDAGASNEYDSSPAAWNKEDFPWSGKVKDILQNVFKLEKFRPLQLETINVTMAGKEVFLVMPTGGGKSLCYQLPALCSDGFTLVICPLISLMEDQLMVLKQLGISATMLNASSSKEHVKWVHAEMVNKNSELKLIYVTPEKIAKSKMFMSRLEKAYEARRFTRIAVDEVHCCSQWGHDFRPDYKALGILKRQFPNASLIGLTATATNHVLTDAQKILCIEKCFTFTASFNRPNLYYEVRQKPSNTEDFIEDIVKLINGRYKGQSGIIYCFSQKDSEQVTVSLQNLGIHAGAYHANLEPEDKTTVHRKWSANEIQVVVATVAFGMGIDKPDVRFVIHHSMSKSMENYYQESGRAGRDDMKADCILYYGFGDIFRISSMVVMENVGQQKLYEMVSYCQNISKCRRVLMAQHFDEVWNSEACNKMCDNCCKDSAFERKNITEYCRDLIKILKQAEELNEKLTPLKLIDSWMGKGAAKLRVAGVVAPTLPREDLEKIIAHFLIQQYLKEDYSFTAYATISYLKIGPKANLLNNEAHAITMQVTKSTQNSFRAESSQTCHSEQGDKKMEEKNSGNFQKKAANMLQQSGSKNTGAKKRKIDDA
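50 nM RECQ1T1 preincubated 15 min with compound in Tris pH 8.0 buffer with MgCl2, DTT, Tween-20 and 2.5 ug/ml poly(dI-dC); started with 200 nM TAMRA/BHQ-2 forked duplex and 2 mM ATP. Unwinding read as fluorescence (525/598 nm), two reads 2 h apart.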
TRb SRC2 PPI – disrupts binding of human TR beta to SRC2 | Potency, µM (series often up to 106 µM), without a hit: top-dose activity change, negative = inhibition, actives largely listed as inhibitors | TRbeta-SRC2 peptide binding, fluorescence polarization; receptor liganded with 1 µM T3 | actives 0.065% (n = 280,000);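 also: plate controls were bound peptide for no effect and peptide without receptor for full effect; nearly all actives have a fitted effect of over 50% in size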
Target sequence (P10828 whole entry, looked up): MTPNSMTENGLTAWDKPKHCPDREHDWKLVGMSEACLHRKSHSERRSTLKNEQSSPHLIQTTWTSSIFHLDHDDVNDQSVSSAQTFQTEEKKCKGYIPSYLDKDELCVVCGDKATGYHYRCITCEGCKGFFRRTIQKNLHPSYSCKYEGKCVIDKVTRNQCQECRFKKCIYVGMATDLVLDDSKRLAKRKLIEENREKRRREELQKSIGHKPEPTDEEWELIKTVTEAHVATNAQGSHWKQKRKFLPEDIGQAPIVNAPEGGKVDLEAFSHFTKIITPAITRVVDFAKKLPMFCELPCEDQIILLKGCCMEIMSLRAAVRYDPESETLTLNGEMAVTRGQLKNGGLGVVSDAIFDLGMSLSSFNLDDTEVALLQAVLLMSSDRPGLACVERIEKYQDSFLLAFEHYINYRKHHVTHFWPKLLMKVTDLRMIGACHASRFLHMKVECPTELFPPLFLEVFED
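Human TRb LBD (0.6 uM) plus Texas Red-labeled SRC2 peptide (20 nM), 1uM T3, 5% DMSO, 5 hr at ambient temperature. Decreased polarization (555/632 nm) flags inhibition; data normalized to free and bound peptide controls.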
TR SRC2 fluor cs – counter-screen for TRb-SRC2 inhibitors: fluorescence interference; TRb/SRC2 Texas Red total fluorescence interference; Potency, µM (titrated, usually from 106 µM), inactives show at the top dose fluorescence change, negative = quenching; actives 0.29% (n = 280,000); AID 1479; active = well fitted curve in either direction with a large enough effect; inconclusive = small, poorly fitted or top-dose-only effect
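Human TRβ ligand-binding domain (0.6 uM) and Texas Red SRC2 peptide (20 nM) in Tris buffer with 1 uM T3 and 5% DMSO were incubated with pinned compound for 5 hr at ambient temperature. Total fluorescence was computed as S + 2P (555/632 nm).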
Tau ThT inhib – inhibitors of human tau fibril formation, thioflavin T binding; Potency, µM (series often up to 57.4 µM), inactives show at the highest dose activity, negative = inhibition, most hits filed as inhibitors; recombinant tau K18 P301L (four-repeat tau fragment), heparin-induced fibrillization, ThT fluorescence; P10636; actives 2.1% (n = 270,000); also: nearly all actives have a fitted effect of over 55% in size
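Tau K18 P301L fragment (15 uM unlabeled plus 0.24 uM Alexa 594-labeled) in 100 mM sodium acetate pH 7 with compound, fibrillization induced by 20 uM heparin for 6 hr at 37 C. Thioflavin T (30 uM) added, fluorescence read after 1 hr (ex 450, em 510 nm).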
Tau fibril FP – tau fibrillization inhibition (FP). K18 P301L tau heparin fibrillization, Alexa594 FP, 6 h. P10636. Potency, µM (series often up to 57.7 µM), for inactives: at the top dose activity, negative = inhibition, actives largely listed as inhibitors. AID 1468. actives 0.39% (n = 280,000); also: nearly all actives have a fitted effect of over 55% in size
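Compound effects on tau fibrillization are measured by Alexa 594 fluorescence polarization (ex 555, em 632 nm). K18 P301L tau is used at 15 uM with 0.24 uM labeled tracer, and 20 uM heparin induces aggregation over 6 hr at 37 C.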
RGS12 GoLoco inh – RGS12 GoLoco-Gai1 interaction inhibition; P63096; Gai1:RGS12 GoLoco peptide FP, rhodamine, 10 min; Potency, µM (doses to about 61.6 µM), for inactives: top-dose activity, negative = inhibition, usual class: inhibitors; actives 0.44% (n = 230,000); AID 880; active = well fitted inhibition curve with a large enough effect, not every such curve was filed as active; inactive = no such curve, though single readings can be large or run the other way; also: nearly all actives have a fitted effect of over 30% in size; many of its hits are not listed in these tables
* marks the source's active call; other numbers are inactive results; i = inactive; u = inconclusive; x = not tested or not shown; & = joins results of further samples; [ ] = remark or other dose. Unless noted, calls follow the shape of the dose curve; as a rule, active = well fitted curve in the direction sought with a large enough effect; inconclusive = small, poorly fitted or top-dose-only effect, or another doubt; inactive = no such curve, though single readings can be large; an effect the other way counts as inactive or inconclusive. Unless noted, % is scaled to controls: 0 for no effect and ±100 for the full control effect; potency is read from the fitted curve at half-maximal effect. Not all compounds are listed, so the mix of outcomes need not match the whole.

Values in the order: L3MBTL1 inh, KDM4E inh, RECQ1 inh, TRb SRC2 PPI, TR SRC2 fluor cs, Tau ThT inhib, Tau fibril FP, RGS12 GoLoco inh
CCC(=O)N1CCN(c2ccc(NC(=O)c3ccc4c(c3)OCCO4)cc2)CC1
 : 22.7%, u, -3.2%, -1.3%, -4.1%, u, 4.6%, 17.8%
COC(=O)c1ccc(NC(=O)CS(=O)(=O)Cc2ccccc2)cc1
 : 3.2%, -6.2%, -7.3%, -9.8%, -2.6%, -6.7%, 4.6%, 0.1%
Cn1c(=O)[nH]c2ncn(C)c2c1=O
 : x, 7.7%&8.2%, -0.3%&3.1%, -2.9%&-8.0%&-2.7%, -5.2%&0.1%&1.1%, 1.1%&-6.9%&3.5%, u, 17.8%&4.1%&2.6%
COC(=O)c1ccccc1NC(=O)CSc1nc(C)c(Cl)c(C)c1C#N
 : x, x, x, 5.9%, -1.4%, -12.3%, u, x
CC(C)c1ccc(S(=O)(=O)c2cnc(SCC(=O)Nc3ccc4c(c3)OCCO4)[nH]c2=O)cc1
 : x, x, x, 5.7%, -2.7%, -18.5%, 1.0%, x
COc1ccc(-n2cnc3cc(C(=O)NCCC4=CCCCC4)ccc32)cc1
 : x, x, x, -5.7%, 0.6%, u, 0.8%, x
Cc1ccc(Nc2nc(COC(=O)C3CC3)cs2)cc1
 : -22.1%, 0.4%, i, 2.3%, -3.7%, u, u, 46.3%[activator]
COC(=O)CSc1nc(Cc2ccccc2)nc2ccccc12
 : 29.9%, -12.1%, i, 0.5%, -1.5%, -5.7%, -6.9%, 4.1%
CC(=O)c1cccc(NC(=O)[C@H](Cc2ccccc2)N2Cc3ccccc3C2=O)c1
 : x, x, x, -1.2%, -0.9%, -8.3%, 2.2%, x
COc1ccccc1CNC(=O)COC(=O)Cc1c(F)cccc1Cl
 : x, 6.1%, -3.2%, 1.1%, -1.5%, -5.8%, 9.0%, -0.7%
C=CCn1c(SCC(=O)NCC2CCCO2)nc2scc(-c3ccco3)c2c1=O (stereo not given)
 : u, 1.0%, u, -12.3%, -0.8%, u, -12.4%, 10.9%
N[C@H](CCC(=O)N[C@H](CSN=O)C(=O)NCC(=O)O)C(=O)O
 : x, u, -1.6%, -4.1%, -0.7%, 22.4µM*, u, -23.4%
CN1c2ccccc2N(C)C1c1ccc2c(c1)OCO2
 : 3.5%, -3.5%, 3.6%, -4.9%, -2.1%, 0.7%, 0.8%, 1.1%
O=C(CCCC(=O)OCC(F)(F)C(F)F)Nc1ccccc1F
 : 0.9%, -0.1%, -0.4%, -5.6%, -3.1%, -0.6%, -1.2%, -7.1%
Oc1ccccc1C(=S)N1CCCCC1
 : 1.2%, -1.9%, -10.8%, 1.1%, -6.8%, u, -6.2%, 1.6%
Cc1nc(NC(=O)CSc2nnc(-c3ccc4c(c3)OCO4)o2)c(Cl)cc1Cl
 : 13.1%, 0.2%, i, -5.6%, -5.7%, -3.7%, 7.1%, 25.8%
COc1ccccc1Oc1nc2c(c(=O)n(Cc3ccccc3F)c(=O)n2C)n1C
 : u, -21.8%, u, 2.4%, -6.1%, u, 6.4%, 10.7%
O=[N+]([O-])c1ccccc1-c1nc(-c2ccc(Br)o2)no1
 : -11.8%, 0.5%, 1.3%, -0.6%, -1.6%, u, 9.0%, -8.2%
COc1cccc(/C(C)=N/NC(=O)c2ccc(N(C)C)cc2)c1
 : -3.1%, 11.2%, -14.8%, 5.3%, -2.5%, u, -12.9%, -4.2%
O=C(c1ccccc1)N(Cc1ccc2c(c1)OCO2)Cc1nc2ccccc2c(=O)[nH]1
 : 10.4%, 0.9%, -7.0%, -2.1%, -0.8%, -6.0%, 9.5%, 3.7%
CC(CCc1ccccc1)NC(=O)c1ccc(NC(=O)c2ccc(Cl)cc2Cl)cc1 (stereo not given)
 : 15.6%, 12.5%, -1.9%, 0.7%, -2.0%, 1.4%, -9.3%, 6.9%
CC(C)(C)c1csc(NC(=O)c2ccc3nccnc3c2)n1
 : -5.1%, u, i, -19.5%, -6.1%, -17.2%, -3.3%, 72.8%[activator]
COc1ccccc1N(CC(=O)NCC1CCCO1)C(=O)CNS(=O)(=O)c1ccc(C)cc1 (stereo not given)
 : -1.8%, 3.9%, -11.7%, -9.4%, -2.6%, 0.6%, -1.9%, 8.3%
CCC(C)(C)n1nnnc1C(c1ccncc1)N1CCN(c2cccc(OC)c2)CC1 (stereo not given)
 : -14.6%, -18.5%, -11.7%, -1.3%, 1.5%, 0.9%, 4.3%, 7.8%
COc1ccc(C(C)(C)C)cc1NC(=O)COC(=O)c1ncc(Cl)c(Cl)c1Cl
 : 10.7%, -8.6%, i, 7.5%, 1.6%, -8.5%, -12.4%, 9.8%
CCOc1ccc(C2N(c3ccc(F)cc3)C(=O)C3CCCN32)cc1OC (stereo not given)
 : x, -14.1%, -1.4%, -5.0%, 0.9%, -8.7%, -0.9%, 4.4%
CCCCCCC(=O)NN1CCN(C)CC1
 : x, 9.0%, -7.3%, -5.8%, 2.3%, -5.0%, -1.5%, -4.5%
COc1ccc(C(=O)Nc2n[nH]c(-c3ccncc3)n2)cc1
 : 5.4%, -2.0%, i, -8.6%, -0.3%, -3.8%, 1.0%, 6.1%
Cc1ccc2nc(SCC(=O)NCc3cccs3)c(C#N)cc2c1
 : 2.5%, -0.7%, -10.1%, -21.1%, -1.1%, 6.5%, 1.2%, 1.8%
CC(=O)c1ccc(NC(=O)c2nc(-c3ccccc3)n(-c3ccc(Cl)cc3)n2)cc1
 : x, x, x, 13.0%, -3.1%, -17.3%, -1.0%, x
O=C(c1ccc(N2CCCCCC2)c([N+](=O)[O-])c1)N1CCc2ccccc21
 : 6.3%, 6.2%, 0.9%, -1.3%, 0.6%, u, 0.4%, 13.8%
Cn1c(N2CCCCC2)nc2c1c(=O)[nH]c(=O)n2C
 : 1.0%, -1.5%, -2.5%, 3.0%, -0.7%, -3.3%, -3.8%, -4.0%
COc1ccc2c(c1)/C(=N/N1C(=O)c3ccccc3C1=O)C(=O)N2
 : x, -0.8%, -8.8%, -2.1%, -6.6%, u, 0.9%, 1.1%
CCOc1ccc2nc(NC(=O)c3nc(SCc4ccccc4C)ncc3Cl)sc2c1
 : x, x, x, -7.1%, 0.5%, -15.5%, -5.8%, x
C=CCSc1nnc(CSc2nc3sc4c(c3c(=O)[nH]2)CCCC4)n1-c1ccccc1
 : -10.1%, u, -23.3%, -3.5%, 1.1%, -12.7%, -0.1%, 3.8%
Cc1ccc(Cl)cc1NC(=O)c1cc(CN2CCCC2)on1
 : x, x, x, -1.8%, -2.0%, -8.8%, -4.1%, x
Cc1csc2ncnc(N3CCN(C(=S)Nc4ccc(F)cc4F)CC3)c12
 : -6.5%, 2.6%, -4.0%, 0.9%, 4.5%, -3.9%, -2.1%, -0.1%
C[C@@H]1C[C@H](OC(=O)[C@@H](O)c2ccccc2)CC(C)(C)N1C
 : x, 8.2%[25.5 µM], -5.7%[25.9 µM], -1.4%[53 µM], -1.4%[53 µM], x, x, -1.6%[21.6 µM]
CCCc1nc2ccccc2c(=O)n1/N=C/c1ccccc1O
 : -4.6%, 31.6µM*, i, -15.2%, 0.8%, -12.1%, -2.5%, 7.5%
CCOC(=O)CSc1n[nH]c(NC(=O)c2cccc(C)c2)n1
 : -4.6%, 5.9%, 1.3%, -0.1%, -0.4%, u, -6.8%, 8.0%
CN1CCN(C(=O)C(N)Cc2ccccc2)CC1 (stereo not given)
 : 1.4%, -1.4%, -0.5%, 3.1%, 1.0%, -3.3%, 1.3%, 4.7%
CC1=C(C(=O)O)N2C(=O)C(NC(=O)C(N)C3=CCC=CC3)C2SC1 (stereo not given)
 : x, u, 11.5%, 9.4%, 0.3%, u, u, 4.6%
CCOC(=O)c1c(NC(=O)CSc2nnc(-c3ccccc3C)n2C)sc(C(C)=O)c1C
 : x, 1.8%, 0.2%, 5.8%, 1.3%, u, 4.8%, 24.9%
Cc1ccc(/C=C2\SC(=S)N(CCCC(=O)NNC(=O)c3ccccc3O)C2=O)cc1
 : x, -1.8%, -4.7%, 4.8%, 0.9%, x, -7.8%, 25.1%
O=C(NCc1cc(C(F)(F)F)cc(C(F)(F)F)c1)C1CC(c2cccc(F)c2)=NO1 (stereo not given)
 : x, 1.4%, i, -5.3%, -3.2%, -1.9%, 2.1%, -20.7%
O=C(/C=C/Nc1ccc(F)c(F)c1)c1cccs1
 : -2.1%, -27.9%, -13.3%, 0.3%, -4.8%, u, -6.6%, x
CSCCC(NS(=O)(=O)c1ccc2c(c1)oc(=O)n2C)C(=O)NCCc1ccc(C)cc1 (stereo not given)
 : x, x, x, 0.0%, -3.2%, 4.4%, -3.4%, x
CC1CC[C@@]2(OC1)OC1CC3C4CC[C@H]5CC(O)CC[C@@]5(C)C4CC[C@]3(C)C1C2C (stereo not given in full)
 : x, u, -5.7%, 4.4%, -4.1%, -5.7%, -4.6%, -0.7%
CCc1ccc(C(=O)CSc2n[nH]c(C)n2)cc1
 : 3.7%, u, i, 2.0%, -3.7%, -3.6%, 3.2%, -7.4%
Cc1cccc(NC(=O)COc2ccc3oc4c(c3c2)CCCC4)n1
 : x, -5.1%, i, -3.9%, 0.6%, -14.0%, 11.8%, -2.8%
CCNC(=O)c1sc2cc(C)ccc2c1Cl
 : 9.4%, -42.6%, -8.3%, -2.1%, -4.8%, u, 3.1%, 18.4%
COC(=O)c1cn(NC(=O)/C=C/c2ccc(OC)c(OC)c2)c(=O)c2ccccc12
 : -8.3%, 13.3%, -10.2%, -2.4%, -0.9%, u, -10.9%, 6.2%
C=CCOc1cccc(C2C(C(=O)c3ccco3)=C(O)C(=O)N2CCN2CCOCC2)c1 (stereo not given)
 : -3.3%, -15.0%, 2.0%, 0.1%, 1.0%, u, -7.7%, 11.5%
Cc1onc(-c2ccccc2Cl)c1C(=O)NCCn1ccc2ccccc21
 : -0.8%, 3.4%, -13.4%, -3.9%, -3.5%, -11.0%, 1.3%, -2.6%
